bCat KO growth: beta-catenin-lacking colon tumor cell growth suppression. HCT116 beta-catenin knockout viability, CellTiter-Glo, 60 h; active compounds read low. viability, % at 10 µM. actives 1.5% (n = 140,000);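 active = viability at or under a set limit, the compound median less 4 SD, cut at about 6% in these data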;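 also: 0% = Hyamine 1622 control at 20 µM and 100% = untreated cell control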
NPY Y2 blocker: NPY-Y2 (human) receptor antagonism; P49146; NPY-Y2 expressing cells, antagonist mode; inhibition, % at 2.7 µM; actives 0.99% (n = 140,000); in the data active = inhibition above about 17%;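 also: 0% = vehicle with agonist challenge and 100% = reference antagonist with challenge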
Target sequence (P49146 whole entry, looked up): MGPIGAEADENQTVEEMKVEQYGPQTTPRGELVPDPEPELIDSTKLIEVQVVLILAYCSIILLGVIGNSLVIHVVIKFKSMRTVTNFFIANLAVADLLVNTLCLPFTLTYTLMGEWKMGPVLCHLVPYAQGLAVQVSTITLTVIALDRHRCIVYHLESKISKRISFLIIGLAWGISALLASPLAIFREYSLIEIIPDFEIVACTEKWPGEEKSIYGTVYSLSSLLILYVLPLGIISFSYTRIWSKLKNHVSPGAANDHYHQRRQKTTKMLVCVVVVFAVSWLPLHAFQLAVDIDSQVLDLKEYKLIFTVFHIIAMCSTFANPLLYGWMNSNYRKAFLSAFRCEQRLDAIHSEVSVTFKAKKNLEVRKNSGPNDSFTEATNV
PTEN del growth: suppresses growth of cells with PTEN deletion; HCT116 PTEN-null viability, CellTiter-Glo, 60 h; active compounds read low; viability, % at 10 µM; actives 1.2% (n = 140,000); AID 827;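 active = viability at or below a set limit, 4 SD under the median of all tested compounds, cut at about 3.7% in these data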;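 also: PTEN knockout HCT116 line with beta catenin targeted HCT116 as companion control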
E-sel TNF inh: blocks E-selectin expression induced by TNF alpha. HUVEC TNFa-induced E-selectin immunofluorescence, high content. inhibition, % at 2 µM. actives 0.71% (n = 120,000);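 active = inhibition above the batch mean plus 3 SD, and confirmed as a hit on visual image review, cut at about 43% in these data; inconclusive = passes the inhibition cutoff but fails visual image review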;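 also: 0% = TNF-stimulated DMSO wells and 100% = unstimulated control wells; not every result past the cut was called active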
BB579 growth dn: chemicals that inhibit yeast BB579 growth in restrictive medium (lifespan-shortening candidates) | S. cerevisiae BB579 growth, OD615, 48 h | inhibition, % at 10 µM | actives 0.51% (n = 140,000) | AID 804;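 active = inhibition above a set limit, 3 SD over the mean compound inhibition, cut at about 44% in these data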; also: inactives centre near -24
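Test system: DeaD yeast strain BB579 / Buffer or medium: restrictive glucose-based CSMM-D medium / Doses: single 10 µM dose / Schedule: 4 h cell preincubation, 48 h compound exposure, 30 °C humidified / Technique: culture absorbance at 615 nm / Controls: amphotericin B positive control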
Measles CPE: protection of cells from measles virus. Measles virus-infected cells, CPE protection, absorbance. protection (pct of control), % at 4 µM. actives 1.5% (n = 140,000); in the data active = protection mostly above about 24%, no sharp cut-off; inactive = mostly below about 26%; also: some compounds called inactive have numbers as strong as hits
MRP1 act: MRP-1 activation. H69AR cells + doxorubicin, viability rescue, CellTiter-Glo. viability increase, % at 10 µM. actives 0.61% (n = 140,000). AID 799;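 active = viability gain under doxorubicin at or above a set limit, the compound median plus 3 SD, cut at about 4.7% in these data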;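 also: MRP-1 overexpressing cells given doxorubicin 25 µM after compound pretreatment; 18-22 h compound pretreatment then 72 h with doxorubicin before readout; 0% = doxorubicin-only wells and 100% = vehicle-treated cells without doxorubicin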
GALR2 antag: GALR2 (human) receptor antagonism | inhibition, % at 4 µM | GALR2-expressing cells, antagonist mode | O43603 | actives 0.39% (n = 140,000) | AID 828; in the data active = inhibition above about 27%;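 also: cells stimulated with galanin 1-16 at roughly its EC80; 0% = agonist challenge control and 100% = basal control without agonist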
Target sequence (O43603 whole entry, looked up): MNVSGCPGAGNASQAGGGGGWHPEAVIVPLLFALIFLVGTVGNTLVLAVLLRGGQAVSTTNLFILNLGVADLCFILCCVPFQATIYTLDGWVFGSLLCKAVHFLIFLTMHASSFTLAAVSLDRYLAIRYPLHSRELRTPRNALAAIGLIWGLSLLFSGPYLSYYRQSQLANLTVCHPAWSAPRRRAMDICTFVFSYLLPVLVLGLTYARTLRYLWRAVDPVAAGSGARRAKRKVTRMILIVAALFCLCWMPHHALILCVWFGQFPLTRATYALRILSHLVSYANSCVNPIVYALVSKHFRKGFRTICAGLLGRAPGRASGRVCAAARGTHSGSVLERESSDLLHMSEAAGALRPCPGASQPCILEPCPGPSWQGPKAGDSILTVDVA
Phagocyt inh: inhibitors of macrophage phagocytosis; J774A.1 macrophage IgG-bead phagocytosis, imaging; inhibition, % at 5 µM; actives 0.07% (n = 110,000); AID 1029;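 active = inhibition above the mean of the plate negative controls plus 5 SD, cut at about 13% in these data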;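 also: phagocytic index as fraction of beads internalized from green versus red external bead signal; plate controls were DMSO negative control for no effect and cytochalasin-D positive control for full effect; some results beyond the cut were filed as inactive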
Yeast life ext: extends the lifespan of yeast. inhibition of the nicotinamide effect, % at 10 µM. actives 0.68% (n = 130,000). S. cerevisiae growth with nicotinamide, OD615; deaD strain in restrictive glucose medium. AID 775;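 active = inhibition above a set limit, placed 3 SD over the median of all compounds, cut at about 26% in these data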;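 also: 0% = nicotinamide-treated wells and 100% = cells grown without nicotinamide; some compounds called inactive have numbers as strong as hits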
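System: DeaD-strain S. cerevisiae / Buffer or medium: CSMM-D, restrictive glucose (dextrose) synthetic minimal medium / Probe or stimulus: nicotinamide, 1.5 mM, co-present with compound / Compound: one concentration, 10 µM, DMSO 0.25% / Incubation: 48 h compound exposure at 30 °C, humidified / Technique: optical density (absorbance) at 615 nm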
* = called active by the depositor; ? = inconclusive; / = not tested or not shown.

SMILES | bCat KO growth | NPY Y2 blocker | PTEN del growth | E-sel TNF inh | BB579 growth dn | Measles CPE | MRP1 act | GALR2 antag | Phagocyt inh | Yeast life ext
C/C(CC(=O)Nc1ccc(OCc2ccccc2)cc1)=N\NC(=O)C(=O)Nc1ccc(C)c(Cl)c1 | 45 | 4 | 28 | -57 | -51 | 10 | -1.6 | 0 | 0 | -16
CN(C)CC/C=C1/c2cc(F)ccc2CSc2ccc(F)cc21 | 28 | 2 | 29 | / | -29 | -3 | -4.4 | -13 | -10 | 1
CCCn1c(N2CCN(CC(=O)Nc3ccc4c(c3)OCCO4)CC2)nc2ccccc21 | 90 | 6 | 91 | -4 | -22 | 10 | -2.5 | 2 | 0 | -7
CC(C)C(=O)NC(=S)Nc1ccc(S(=O)(=O)N(C)C)cc1 | 98 | 2 | 111 | 49 | -3 | 5 | -1.6 | 2 | 0 | 1
Cc1ccc(C(=O)NCC2CCCO2)cc1N1CCCC1=O (stereo unspecified) | 107 | 1 | 104 | 66* | -28 | 5 | -0.1 | -13 | 2 | -12
CC1OC(Nc2ccc(OC(F)(F)F)cc2)C(O)C(O)C1O (stereo unspecified) | 87 | 1 | 85 | / | -32 | 15 | -2.0 | 3 | 1 | -13
COc1ccccc1CN(C)CC(=O)Nc1ccc(Cl)cc1C(F)(F)F | 80 | 5 | 80 | / | -51 | 32 | -2.2 | 4 | 16 | 1
CN1CCN(S(=O)(=O)c2ccc(Sc3nnc(-c4cccs4)n3-c3ccccc3)nc2)CC1 | 79 | -1 | 76 | -6 | -40 | 3 | 0.2 | -4 | 1 | -13
Cc1ccc(Cn2nnc3c(=O)[nH]c(C4CCCN(C(=O)Nc5ccc(F)cc5F)C4)nc32)cc1 (stereo unspecified) | 75 | 1 | 69 | 8 | -46 | 10 | -4.2 | 13 | / | -11
Cn1c(SCC(=O)Nc2nc3c(s2)CCCC3)nnc1-c1ccccc1 | 87 | 0 | 108 | 5 | -10 | 13 | -2.2 | 0 | 0 | -11
O=C1CSC(c2ccccn2)N1c1ccc(Cl)c(Cl)c1 (stereo unspecified) | 69 | 1 | 64 | 9 | 0 | 20 | -1.8 | -4 | -2 | -16
Brc1ccc(OCc2ccccc2)c(CNCc2ccncc2)c1 | 48 | 7 | 48 | -26 | -39 | 3 | -1.7 | 7 | / | 6
CCOC(=O)c1c(NC(=O)CSc2n[nH]c(N)n2)sc(CC)c1C | 92 | 1 | 94 | / | -12 | 3 | -0.9 | 10 | -1 | -10
O=C1C=C(c2ccccc2)CC(c2cccs2)C1n1cnc([N+](=O)[O-])c1 (stereo unspecified) | 86 | 2 | 93 | 6 | -16 | 4 | -3.3 | 0 | -2 | -22
CCOc1ccc(N2C(=O)CC(NC3CCCCNC3=O)C2=O)cc1 (stereo unspecified) | 106 | 1 | 95 | -13 | -28 | 5 | 0.2 | -1 | / | /
Oc1ccc(N2CCN(C(c3cccs3)c3nnnn3CCc3ccccc3)CC2)cc1 (stereo unspecified) | 86 | 5 | 79 | -6 | -37 | 14 | -1.1 | -4 | 0 | -15
COc1ccc(CCNC(=S)Nc2cc(C)ccc2C)cc1 | 76 | 1 | 68 | 20 | -37 | 11 | -2.1 | 0 | 0 | -12
C=CCn1c(SCC(=O)NC2CCCCC2)nnc1C(C)NC(=O)c1cccs1 (stereo unspecified) | 98 | 3 | 102 | -17 | -27 | 31 | -0.7 | 5 | -2 | 1
O=C(c1cccnc1)N1CCc2ccccc21 | 91 | 2 | 85 | -15 | -18 | 2 | -3.4 | -2 | -4 | -1
C#CCOCCOCCOCCNc1nc(N2CCOCC2)nc(N2CCN(C(=O)Cn3cc(CC(C)O)nn3)CC2)n1 (stereo unspecified) | 96 | 0 | 96 | -10 | -31 | 4 | 0.0 | 2 | / | 12
COC(=O)c1sc(N2C(=O)C(=O)/C(=C(/O)c3ccccc3)C2c2ccco2)nc1C (stereo unspecified) | 96 | 3 | 93 | 9 | 10 | 16 | -2.4 | 5 | -3 | 7
CC(=O)Nc1ccc2nc(SCC(=O)O)sc2c1 | 103 | 12 | 92 | -13 | -25 | 23 | -1.9 | -2 | 1 | -19
Cc1ccc(N2CN=c3s/c(=C\c4ccccn4)c(=O)n3C2)cc1 | 87 | 2 | 91 | -11 | -35 | 13 | -2.9 | -1 | -1 | 1
CC(C)c1ccc(/C=C/C(=O)NNC(=O)c2cccnc2)cc1 | 84 | 6 | 78 | -50 | -24 | 1 | -0.6 | -5 | / | -8
COc1ccccc1CCNC(=O)CCn1c(=O)oc2ccccc21 | 91 | 3 | 96 | 5 | -14 | 7 | -1.6 | 1 | 0 | -10

Pulled one by one from above:
SMILES | bCat KO growth | NPY Y2 blocker | PTEN del growth | E-sel TNF inh | BB579 growth dn | Measles CPE | MRP1 act | GALR2 antag | Phagocyt inh | Yeast life ext
C#CCOCCOCCOCCNc1nc(N2CCOCC2)nc(N2CCN(C(=O)Cn3cc(CC(C)O)nn3)CC2)n1 (stereo unspecified) | 96 | 0 | 96 | -10 | -31 | 4 | 0.0 | 2 | / | 12
COc1ccc(CCNC(=S)Nc2cc(C)ccc2C)cc1 | 76 | 1 | 68 | 20 | -37 | 11 | -2.1 | 0 | 0 | -12

Following part
SMILES | bCat KO growth | NPY Y2 blocker | PTEN del growth | E-sel TNF inh | BB579 growth dn | Measles CPE | MRP1 act | GALR2 antag | Phagocyt inh | Yeast life ext
Cc1ccc(S(=O)(=O)CCC(=O)N2CCc3ccccc32)cc1 | 83 | 5 | 93 | 20 | -38 | 3 | -2.0 | -7 | 0 | -5
Cc1ccc(/C=C/C(=O)c2ccccc(=O)c2O)c(C)c1 | 4.2* | 11 | 6 | 19 | 99* | 8 | -4.3 | -2 | -3 | -11
COc1ccc(NC(=O)CSc2ccc(NC(C)=O)cc2)cc1S(=O)(=O)N1CCCCC1 | 87 | 10 | 88 | -2 | -51 | 4 | 0.5 | 1 | -6 | 11
Cc1cccc(-c2ccc(C=Nc3c(C)n(C)n(-c4ccccc4)c3=O)o2)c1 | 97 | 3 | 102 | / | -34 | 3 | 1.5 | 8 | 1 | -2
Cc1ccc2nc(-c3cccc(NC(=O)c4ccc5c(c4)OCCO5)c3)oc2c1 | 8 | 5 | 8 | ? | -35 | 8 | 0.9 | -4 | 0 | -6
Cc1ccc(C2NC(=O)NC(O)(C(F)(F)F)C2C(=O)c2ccccc2)o1 (stereo unspecified) | 97 | 3 | 89 | -18 | -13 | 10 | -1.7 | 4 | / | /
COC(=O)c1c(NC(=O)CCCC(=O)O)sc(C)c1C | 111 | 3 | 106 | / | -47 | 8 | -0.7 | 11 | -1 | -8
O=C(O)CC1C(=O)NCCN1C/C=C/c1ccccc1 (stereo unspecified) | 82 | 0 | 109 | / | -4 | 6 | -1.0 | -3 | -1 | -9
CC(=O)c1ccc(N2C(=O)C3C(C2=O)C(C(=O)c2ccc(Cl)cc2)N2CCCC32)cc1 (stereo unspecified) | 102 | 2 | 90 | -14 | -16 | 13 | -2.0 | -6 | 0 | -9
CC(C)(C)c1ccc(S(=O)(=O)n2c(CN3CCOCC3)nc3ccccc32)cc1 | 93 | 1 | 97 | 4 | -26 | 3 | -2.3 | 9 | -2 | -10
CCCCN1CC(O)=C(c2nc3ccccc3s2)C1=N | 98 | -1 | 90 | -26 | -38 | 6 | -3.0 | 11 | 0 | -4
Cc1cc(NCCCn2ccnc2)n2nc(C)c(-c3ccc(Cl)cc3)c2n1 | 5.5* | -7 | 4 | 9 | -22 | 15 | -6.6 | -18 | 0 | -15
Cc1cc(C)cc(NC(=O)C2CCN(c3nc(C)cc(C)n3)CC2)c1 | 94 | 0 | 94 | -15 | -78 | 19 | 0.2 | -2 | 0 | 0
Cc1ccc(/C=N/NC(=S)N2CCOCC2)cc1 | 79 | -1 | 66 | / | -9 | 24 | 4.2 | 2 | / | 0
CCOC(=O)c1ccccc1NC(=S)N1CC(C)CC(C)C1 (stereo unspecified) | 94 | 8 | 103 | 0 | 3 | 5 | -0.3 | -3 | -5 | -4
O=C(CCSc1ccccc1)Nc1ncccn1 | 100 | 1 | 100 | -3 | -17 | 15 | -0.8 | 1 | 0 | 0
c1ccc(-c2csc(NC3=NCCCCC3)n2)cc1 | 81 | 0 | 89 | -19 | -35 | 13 | -0.3 | 2 | -4 | 0
CCOc1cc(/C=C2\C(=O)N(c3ccc(C(N)=O)cc3)N=C2C)ccc1OC(=O)c1cccs1 | 91 | 0 | 81 | 1 | -27 | 11 | -0.7 | 11 | 0 | 15
COC(=O)c1ccccc1NC(=O)C1CC(c2ccccc2O)=NO1 (stereo unspecified) | 85 | 4 | 76 | -7 | -42 | 13 | -1.5 | -1 | 3 | -17
COc1ccc(NS(=O)(=O)c2cccc3nsnc23)cc1OC | 86 | 0 | 88 | 10 | -18 | 6 | -0.1 | -7 | 0 | -11
COc1ccc(N2C(=O)CC(N3CCN(C4CCc5ccccc5C4)CC3)C2=O)cc1 (stereo unspecified) | 97 | 2 | 89 | -41 | -19 | 11 | -2.7 | -5 | -4 | -2
COc1cccc(C(c2sc3nc(C)nn3c2O)N2CCN(c3ccccc3F)CC2)c1 (stereo unspecified) | 81 | 3 | 90 | -12 | -29 | 5 | 2.3 | 6 | / | -10

Exported with tabs: 10 of the compounds above.
structure	bCat KO growth	NPY Y2 blocker	PTEN del growth	E-sel TNF inh	BB579 growth dn	Measles CPE	MRP1 act	GALR2 antag	Phagocyt inh	Yeast life ext
Cc1ccc(S(=O)(=O)CCC(=O)N2CCc3ccccc32)cc1	83	5	93	20	-38	3	-2.0	-7	0	-5
Cc1ccc(/C=C/C(=O)c2ccccc(=O)c2O)c(C)c1	4.2*	11	6	19	99*	8	-4.3	-2	-3	-11
COc1ccc(NC(=O)CSc2ccc(NC(C)=O)cc2)cc1S(=O)(=O)N1CCCCC1	87	10	88	-2	-51	4	0.5	1	-6	11
Cc1cccc(-c2ccc(C=Nc3c(C)n(C)n(-c4ccccc4)c3=O)o2)c1	97	3	102	/	-34	3	1.5	8	1	-2
Cc1ccc2nc(-c3cccc(NC(=O)c4ccc5c(c4)OCCO5)c3)oc2c1	8	5	8	?	-35	8	0.9	-4	0	-6
Cc1ccc(C2NC(=O)NC(O)(C(F)(F)F)C2C(=O)c2ccccc2)o1 (stereo unspecified)	97	3	89	-18	-13	10	-1.7	4	/	/
COC(=O)c1c(NC(=O)CCCC(=O)O)sc(C)c1C	111	3	106	/	-47	8	-0.7	11	-1	-8
O=C(O)CC1C(=O)NCCN1C/C=C/c1ccccc1 (stereo unspecified)	82	0	109	/	-4	6	-1.0	-3	-1	-9
CC(=O)c1ccc(N2C(=O)C3C(C2=O)C(C(=O)c2ccc(Cl)cc2)N2CCCC32)cc1 (stereo unspecified)	102	2	90	-14	-16	13	-2.0	-6	0	-9
CC(C)(C)c1ccc(S(=O)(=O)n2c(CN3CCOCC3)nc3ccccc32)cc1	93	1	97	4	-26	3	-2.3	9	-2	-10
